# Screening results: PubChem, Southern Research Specialized Biocontainment Screening Center
# inhibitors of VEEV – inhibitors of VEEV TC-83 cytopathic effect, confirmation, Vero cells (AID 588727); 350,000 compounds, 0.13% hits; one-dose inhibition, % at 20 µM; IC50 in µM for titrated hits; Vero cells, VEEV TC-83 cytopathic effect inhibition; higher % means a stronger effect; in the data active = a potency from the dose series; inconclusive = inhibition mostly from about 14% at the one dose, without a potency; inactive = the rest, 99 in 100 with inhibition below about 12%; also: strong numbers were not always called active
# M. tuberculosis HTS – M. tuberculosis growth inhibition, HTS (AID 449762); one-dose inhibition, % at 25 µM; IC50 in µM for titrated hits; M. tuberculosis H37Rv growth inhibition, 7H9 media; higher % means a stronger effect; 330,000 compounds, 0.59% hits; in the data active = a potency from the dose series; inconclusive = inhibition above about 70% without an active follow-up result;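 also: bacterial growth assessed after seven days of incubation; strong numbers were not always called active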
# influenza NS1A – NS1A inhibition, H1N1 influenza, cell based functional assay (AID 504329); NS1A functional cell-based assay, percent inhibition; higher % means a stronger effect; inhibition, % at 12.5 µM; hits with a dose series show IC50 in µM; 340,000 compounds, 0.3% hits; in the data active = a potency from the dose series; inconclusive = inhibition above about 27% without an active follow-up result; also: strong numbers were not always called active
# tuberculosis growth – growth inhibition of non-replicating M. tuberculosis (AID 488890); Mycobacterium tuberculosis non-replicating, growth inhibition; higher % means a stronger effect; 320,000 compounds, 0.39% hits; inhibition, % at 25 µM; hits with a dose series show IC50 in µM; in the data active = a potency from the dose series; inconclusive = inhibition mostly from about 82% at the one dose, without a potency; inactive = the rest, 99 in 100 with inhibition below about 76%;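 also: plate controls were DMSO cells for no effect and high antibiotic wells for full effect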
# Salmonella PhoP GFP – Inhibition of PhoP regulon, Salmonella typhi GFP reporter cells, confirmation, 4 h (AID 1850) | Salmonella Typhi PhoP-promoter GFP reporter, fluorescence, 4 h; higher % means a stronger effect | inhibition, % at 50 µM; hits with a dose series show IC50 in µM | 310,000 compounds, 0.33% hits; in the data active = a potency from the dose series; inconclusive = inhibition mostly from about 25% at the one dose, without a potency; inactive = the rest, 99 in 100 with inhibition below about 19%;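 also: 0% = induced wells with vehicle and 100% = uninduced wells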
# * marks the source's active call; other numbers are inactive results; i = inactive; ? = inconclusive; / = no result given.
item | Structure | Salmonella PhoP GFP | inhibitors of VEEV | influenza NS1A | tuberculosis growth | M. tuberculosis HTS
1 | CC(Oc1ccccc1)C(=O)N1CCC2(CC1)Oc1ccc(F)cc1C(=O)C21CC(c2ccc(Cl)cc2)=NO1 (centres undefined) | -2% | 0.3% | 3% | 54% | 0%
2 | CC(C)Cn1c(C(C)C)nc([N+](=O)[O-])c1Sc1ccc(Cl)cn1 | 2% | 3.0% | 8% | 38% | 3%
3 | CCn1c(=O)n(CC)c2cc(S(=O)(=O)Nc3ccccc3C)c(C)cc21 | 1% | 0.2% | -2% | 21% | 2%
4 | C[C@@H](C[C@@H](O)[C@H](O)C(C)(C)O)[C@@H]1CC[C@]2(C)C3=CC[C@H]4C(C)(C)C(=O)CC[C@]4(C)[C@H]3CC[C@@]12C | -5% | 1.0% | 9% | 41% | ?
5 | O=C(CSc1ccc(-c2nc3ccccc3[nH]2)cn1)N1CCN(C(=O)c2ccco2)CC1 | 2% | i | 2% | 4% | -4%
6 | COc1ccc(C(=O)Oc2c(CN3CCOCC3)cc(Cl)c3cccnc23)cc1OC | -7% | / | / | i | 4%
7 | COc1cc(C#Cc2ccc3cc(CCCO)oc(=O)c3c2)cc(OC)c1 | / | 5.2% | -4% | / | 2%
8 | COC(=O)c1ccc(O)c(Sc2cc(C(=O)OC)ccc2O)c1 | 2% | 0.5% | -7% | 32% | 4%

# Compounds shown so far containing a halogen, in the order listed:
item | Structure | Salmonella PhoP GFP | inhibitors of VEEV | influenza NS1A | tuberculosis growth | M. tuberculosis HTS
1 | CC(Oc1ccccc1)C(=O)N1CCC2(CC1)Oc1ccc(F)cc1C(=O)C21CC(c2ccc(Cl)cc2)=NO1 (centres undefined) | -2% | 0.3% | 3% | 54% | 0%
2 | CC(C)Cn1c(C(C)C)nc([N+](=O)[O-])c1Sc1ccc(Cl)cn1 | 2% | 3.0% | 8% | 38% | 3%
6 | COc1ccc(C(=O)Oc2c(CN3CCOCC3)cc(Cl)c3cccnc23)cc1OC | -7% | / | / | i | 4%

# Only inhibitors of VEEV and tuberculosis growth (three entries from above):
item	structure	inhibitors of VEEV	tuberculosis growth
5	O=C(CSc1ccc(-c2nc3ccccc3[nH]2)cn1)N1CCN(C(=O)c2ccco2)CC1	i	4%
6	COc1ccc(C(=O)Oc2c(CN3CCOCC3)cc(Cl)c3cccnc23)cc1OC	/	i
7	COc1cc(C#Cc2ccc3cc(CCCO)oc(=O)c3c2)cc(OC)c1	5.2%	/

# Following part
item | Structure | Salmonella PhoP GFP | inhibitors of VEEV | influenza NS1A | tuberculosis growth | M. tuberculosis HTS
9 | C/C(=N\NC(=O)c1nnn(-c2nonc2N)c1CSc1ccc(C)cc1)c1ccco1 | 1% | i | 7% | 4% | 13%
10 | Cc1cc(C(=O)NNC(=S)NC(C)c2ccccc2)cs1 (centres undefined) | 5% | 2.4% | -4% | -25% | -3%
11 | c1coc(CNc2ncnc3c2oc2ccccc23)c1 | -13% | 0.2% | 0% | 45% | -1%
12 | COC(=O)c1c(-c2ccccc2)csc1NC(=O)c1ccco1 | -22% | 0.1% | -1% | 5% | 0%
13 | O=S(=O)(NCc1ccc2c(c1)OCO2)c1ccccc1F | 1% | 0.1% | -2% | -6% | 2%
14 | COc1ccc(C2(c3ccc(OC)cc3)NC(=O)N(CC(=O)Nc3ccc(OC)c(OC)c3)C2=O)cc1 | 13% | 2.2% | 3% | 11% | 3%
15 | O=c1[nH]c(C2CCN(S(=O)(=O)c3ccc(S(=O)(=O)NC4CC4)cc3)CC2)nc2c1nnn2Cc1ccccc1 | 0% | 1.8% | 11% | 60% | -10%
16 | COc1ccc2sc(-c3ccc(S(C)(=O)=O)cc3)c(-c3ccc4c(c3)OCCO4)c2c1 | / | 3.1% | 8% | 26% | 1%

# Screen by screen, from the results shown:
# Nos. 8–14 in tuberculosis growth: 32%, 4%, -25%, 45%, 5%, -6%, 11%
# Nos. 8–14 in inhibitors of VEEV: 0.5%, i, 2.4%, 0.2%, 0.1%, 0.1%, 2.2%

# (cont.)
item | Structure | Salmonella PhoP GFP | inhibitors of VEEV | influenza NS1A | tuberculosis growth | M. tuberculosis HTS
17 | COC(=O)c1cc(Cl)c(NC(=O)/C=C/c2ccc(Cl)cc2Cl)cc1OC | -12% | 6.5% | 27% | 0% | -1%
18 | Cc1onc(-c2ccccc2)c1CNC(=O)Nc1cccc(Cl)c1 | 8% | 0.0% | 8% | 12% | -2%
19 | COc1ccc(NC(=O)c2oc3ccc(S(=O)(=O)N4CCOCC4)cc3c2C)c(OC)c1 | / | 1.6% | -4% | / | /
20 | CCOc1ccc(Nc2nc3c(C)cccc3cc2C#N)cc1 | -3% | i | -3% | -17% | 0%
21 | COCCn1c(SCC(=O)Nc2ccc(C)cc2)nc2c(oc3ccccc32)c1=O | -4% | 1.6% | 7% | 13% | 2%
22 | CCCn1c(SCc2ccon2)nc2ccccc2c1=O | -7% | 7.5% | -1% | 26% | 25%
23 | Cc1ccnc(N2CCC(C(=O)NNC(=O)COc3cccc4ccccc34)CC2)n1 | -6% | i | -6% | -23% | 6%
24 | CC(=O)c1ccc2c3c(cccc13)CC2 | -9% | 0.1% | -2% | -3% | 4%

# New compounds follow:
item | Structure | Salmonella PhoP GFP | inhibitors of VEEV | influenza NS1A | tuberculosis growth | M. tuberculosis HTS
25 | O=[N+]([O-])c1ccc(CSc2ccccn2)cc1 | -7% | i | -24% | 59% | 5%
26 | Cc1ccc(S(N)(=O)=O)c(C)c1N1CCCC1=O | -4% | 0.5% | 9% | 2% | 3%
27 | CC(C)c1cc(CN2CCN(C3CCCC3)C(CCO)C2)[nH]n1 (centres undefined) | 15% | i | 0% | 1% | -1%
28 | COc1ccc(CC2C(=O)N(c3ccccc3)C(=O)N(c3ccccc3)C2=O)c(OC)c1 | -5% | 0.9% | -2% | 13% | 6%
29 | COc1ccccc1NC(=O)N1CCCC1C(=O)Nc1ccc2c(c1)OCCO2 (centres undefined) | -7% | i | 12% | 20% | 0%
30 | COc1ccccc1OCC(=O)N1CCCC(N2CCN(c3ccc(F)cc3)CC2)C1 (centres undefined) | -6% | 3.1% | -10% | -7% | -2%
31 | NS(=O)(=O)c1ccc(CCNC(=O)Cc2cccs2)cc1 | 2% | 2.0% | 0% | 3% | 2%
32 | CC(=O)Nc1ccc(S(=O)(=O)N2CCCc3ccccc32)cc1 | 1% | i | 3% | 5% | 0%

# Single values from the entries so far.
# tuberculosis growth result of no. 32 stands at 5%
# influenza NS1A result of no. 27 stands at 0%

# Following part.
item | Structure | Salmonella PhoP GFP | inhibitors of VEEV | influenza NS1A | tuberculosis growth | M. tuberculosis HTS
33 | Cc1ccccc1-c1nc2ccccc2c(=O)n1C | -4% | i | -4% | -8% | -5%
34 | Cc1cc(C)n(C(=O)c2cc3sccc3[nH]2)n1 | 4% | 0.4% | -6% | -1% | -6%
35 | COc1ccccc1NC(=S)N1CCC(c2nc3ccccc3o2)CC1 | -10% | 2.5% | 1% | 13% | 1%
36 | CCN(CC)CCOC(=O)c1c(C)oc2ccc(OC)cc12 | 4% | 1.2% | -7% | 10% | 5%
37 | O=C(N/N=C/C=C\c1cccc([N+](=O)[O-])c1)c1cccnc1 | 7% | 2.2% | 0% | -15% | -11%
38 | O=C(c1cc2c(s1)CCCC2)N1CCC2(CC1)OCCO2 | 1% | 0.6% | 2% | 14% | -3%
39 | COc1cc(C(=O)NCC(=O)N/N=C/c2ccccn2)cc(OC)c1OC | -4% | 0.7% | -3% | -4% | 1%
40 | Cc1ccc(/C=N/NC(=O)c2n[nH]c3c2CCCC3)cc1 | 3% | 32% | / | 7% | -2%

# Later entries:
item | Structure | Salmonella PhoP GFP | inhibitors of VEEV | influenza NS1A | tuberculosis growth | M. tuberculosis HTS
41 | Cc1ccc(NC(=O)C2CC(=O)n3c(nc4ccccc43)N2)cc1 (centres undefined) | -12% | 0.7% | 7% | 1% | -6%
42 | CCc1c(C)nc2ncnn2c1Nc1ccccc1C | 6% | i | -4% | 2% | -2%
43 | CC(C)(C)SCCNC(=O)CN(c1ccccc1)S(=O)(=O)c1ccccc1 | 11% | 0.4% | -8% | 2% | -4%
44 | FC(F)(F)c1ccc(-c2cccc3c2C2CC3CCN2)cc1 (centres undefined) | / | i | -14% | / | /
45 | O=C(O)Cc1csc2ccccc12 | 3% | 1.3% | -17% | -8% | 0%
46 | C=CCNC(=S)NNC(=O)c1cccn(Cc2ccc(Cl)cc2)c1=O | 1% | 3.2% | 3% | 3% | 11%
47 | Cc1cc(C(=O)Nc2cccc3ccccc23)c(C)o1 | 11% | 1.0% | -8% | 15% | 2%
48 | CCOC(=O)CSc1nc2c(c(=O)n1-c1ccc(OC)cc1)SCC2 | -14% | i | 4% | 11% | 1%

# Next entries.
item | Structure | Salmonella PhoP GFP | inhibitors of VEEV | influenza NS1A | tuberculosis growth | M. tuberculosis HTS
49 | CCCCN(Cc1cccs1)S(=O)(=O)c1ccc(-c2ccc(=O)[nH]n2)s1 | 3% | i | 0% | 18% | 2%
50 | Cc1nn(CC(=O)Nc2ccc3nc4n(c(=O)c3c2)CCCC4)c(C)c1[N+](=O)[O-] | 5% | i | 0% | -4% | -2%
51 | O=C(CCNS(=O)(=O)c1ccccc1C(F)(F)F)NNC(=O)C1COc2ccccc2O1 (centres undefined) | -2% | 0.9% | -7% | -3% | 0%
52 | Cc1ccccc1NS(=O)(=O)CCCCC(Cl)(Cl)Cl | 9% | i | 4% | 23% | -1%
53 | CC(C)OC(=O)/C(=C\c1cccc2ccccc12)NC(=O)c1ccccc1 | -4% | i | -4% | 33% | 9%
54 | CC1(C)CC(=O)c2ccc(O)cc2O1 | 10% | 0.8% | -5% | 3% | -7%
55 | COc1ccc(CC(=O)Nc2ccc(-c3noc(COc4ccccc4C)n3)cc2)cc1 | 21% | 7.7% | -9% | -16% | 8%
56 | O=C(CCc1nc(-c2ccccc2Cl)no1)NC1CCCC1 | 0% | 5.1% | -10% | 22% | -5%

# The list goes on:
item | Structure | Salmonella PhoP GFP | inhibitors of VEEV | influenza NS1A | tuberculosis growth | M. tuberculosis HTS
57 | COCCNCC#CCOc1ccc(OC)cc1 | -5% | 0.3% | -8% | 9% | -6%
58 | CC(C)C(C)(C#N)NC(=O)CSc1nnc(-c2ccncc2)n1Cc1ccccc1 (centres undefined) | -2% | 0.1% | -5% | 7% | -1%
59 | COCCNc1nc2c(c(=O)n(Cc3ccc(OC)cc3)c(=O)n2C)n1C | ? | 1.4% | 2% | -3% | -10%
60 | COCCCN1C(=O)C(=O)/C(=C(/O)c2ccc3c(c2)CC(C)O3)C1c1cccnc1 (centres undefined) | -7% | 0.1% | 0% | -10% | 1%
61 | O=C(CC1CCCC1)NCCS(=O)(=O)N1CCN(c2ccccc2F)CC1 | 6% | 2.1% | 0% | -5% | -8%
62 | COc1ccccc1OCCNC(=O)c1ccccc1C | 21% | 0.1% | -9% | -4% | -7%
63 | O=C(CN1CCN(c2ccccc2)CC1)Nc1ccc(OCc2ccccc2)cc1 | -7% | i | 14% | 72% | ?
64 | O=C(NCc1cccc2[nH]ccc12)C1CCC(=O)N(CCc2ccc(Cl)cc2)C1 (centres undefined) | -7% | 6.5% | -4% | 15% | -3%

# (next part)
item | Structure | Salmonella PhoP GFP | inhibitors of VEEV | influenza NS1A | tuberculosis growth | M. tuberculosis HTS
65 | C/C(=N/NC(=O)CCc1ccccc1)c1ccco1 | -1% | i | -4% | 14% | 8%
66 | CCCN(CCC)Cc1c(C(=O)N/N=C/c2ccco2)nnn1-c1nonc1N | 6% | 3.1% | -3% | 21% | 2%
67 | COc1ccc(OC)c(NC(=O)CCCN2C(=O)C3C4C=CC(C4)C3C2=O)c1 (centres undefined) | 4% | i | -3% | -7% | -6%
68 | CC(C)[C@H](NC(=O)Nc1ccc(Oc2ccccc2)cc1)C(=O)O | -4% | 1.5% | 10% | -15% | -3%
69 | CC(=O)N(C)c1ccc(N2CCOCC2)c2c1C(=O)c1ccccc1C2=O | 0% | 0.4% | 17% | 1% | 6%
70 | O=C(c1ccccc1)N1CCN(Cc2ccccc2C(F)(F)F)CC1 | 3% | 1.3% | -9% | 14% | 7%
71 | O=C(NCC1CCCO1)C1CC(=O)N(c2ccccc2)C1 (centres undefined) | 11% | 0.2% | 4% | -5% | -3%
